# Source: PubChem (Broad Institute)
# RAD54 inh: RAD54 (human) branch migration inhibition; Q92698; RAD54 Holliday junction branch migration, FAM/BHQ fluorescence; inhibition, % at 10.4 µM; actives 0.14% (n = 360,000); AID 602329;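 active means mean normalized replicate activity at least 40 and at least half of replicates scoring 40 or more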;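 further: 0% = median of neutral control wells and 100% = median of positive control wells; inhibitors cause a drop in the FAM fluorescence signal; in these data hits start at about 50%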
# RAD52 inh: blocks human RAD52 DNA annealing; P43351; recombinant RAD52 DNA annealing, FRET fluorescence; inhibition, % at 18.7 µM; actives 0.46% (n = 360,000); AID 651710;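 active means every replicate showing at least 50% inhibition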
# Target sequence (P43351 whole entry, looked up): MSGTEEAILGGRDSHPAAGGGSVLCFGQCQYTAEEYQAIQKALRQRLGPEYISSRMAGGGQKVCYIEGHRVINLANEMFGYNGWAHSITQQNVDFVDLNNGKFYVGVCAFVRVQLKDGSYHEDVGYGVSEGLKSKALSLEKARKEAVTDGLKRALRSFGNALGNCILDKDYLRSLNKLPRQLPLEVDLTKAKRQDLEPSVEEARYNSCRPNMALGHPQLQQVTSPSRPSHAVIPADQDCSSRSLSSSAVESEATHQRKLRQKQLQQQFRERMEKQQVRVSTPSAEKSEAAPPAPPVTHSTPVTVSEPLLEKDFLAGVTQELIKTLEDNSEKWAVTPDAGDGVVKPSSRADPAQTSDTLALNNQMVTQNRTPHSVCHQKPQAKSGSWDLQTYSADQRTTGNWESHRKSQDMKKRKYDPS
# Cneo AK release: Cryptococcus neoformans lysis via adenylate kinase release | lysis activity, % at 15 µM | C. neoformans lysis, adenylate kinase release luminescence, 4 h; normalised: neutral wells 0, clomiphene wells 100 | actives 0.2% (n = 360,000);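 active means mean lysis activity across replicates of at least 80%, whatever share of replicates individually reach that level; inactive means mean lysis activity below 80%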
#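 Material: C. neoformans cells | Amount: Yeast cell density of 5 × 10^6 cells/mL | Medium: Fresh YPD growth medium | Dosing: Single dose | Times: Static 4 h at 37 °C with compound, 1 h detection | Detection: AK luminescence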
# miR122 inh: inhibitors of miR-122 in Huh7 cells. Huh7 miR-122 Renilla luciferase sensor, 48 h; neutral wells = 0, positive control = 100. activation (reporter increase), % at 12.5 µM. actives 0.3% (n = 340,000);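 active means mean replicate activation score at least 90 and every replicate individually at or above 90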;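 further: higher luciferase means less miR-122 activity so hits act as miR-122 inhibitors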
# E-sel inducer: induces E-selectin expression in human endothelial cells. HUVEC E-selectin immunofluorescence imaging; normalized: neutral wells 0, TNF-alpha wells 100. activation, % at 7.58 µM. actives 0.37% (n = 260,000). P16581;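 active means mean E-selectin-positive cell signal at least 10% of the positive control, reached in at least 60% of replicates, without over 20% cell loss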;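 further: in these data hits start at about 27%; measured in HUVEC primary endothelial cells; signal is the percent of cells scored E-selectin positive by PE staining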
# Target sequence (P16581 whole entry, looked up): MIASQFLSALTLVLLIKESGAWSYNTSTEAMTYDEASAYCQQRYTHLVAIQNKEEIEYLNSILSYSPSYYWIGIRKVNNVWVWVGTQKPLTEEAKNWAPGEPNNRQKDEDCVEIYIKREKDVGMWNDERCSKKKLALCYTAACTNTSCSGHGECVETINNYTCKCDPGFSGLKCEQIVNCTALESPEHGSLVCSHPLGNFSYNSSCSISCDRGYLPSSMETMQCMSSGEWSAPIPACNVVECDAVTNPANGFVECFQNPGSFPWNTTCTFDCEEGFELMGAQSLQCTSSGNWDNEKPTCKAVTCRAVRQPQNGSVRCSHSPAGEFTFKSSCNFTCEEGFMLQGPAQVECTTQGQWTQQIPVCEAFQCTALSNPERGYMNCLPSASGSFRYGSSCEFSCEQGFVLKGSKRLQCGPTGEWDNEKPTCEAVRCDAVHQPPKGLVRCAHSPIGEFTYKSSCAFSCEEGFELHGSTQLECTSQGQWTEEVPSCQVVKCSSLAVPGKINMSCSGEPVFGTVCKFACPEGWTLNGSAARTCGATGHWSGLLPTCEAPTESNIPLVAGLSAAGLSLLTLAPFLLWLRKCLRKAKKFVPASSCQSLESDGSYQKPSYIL
#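 Assay system: HUVEC primary endothelial cells. Input: 3,000 HUVEC seeded per well. Doses: one compound dose added by pin transfer. Read-out basis: % PE-positive cells. Benchmarks: TNF-alpha high, DMSO low. Detection: immunofluorescence imaging. Buffer or medium: EGM-2, gelatin.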
# ERAP1 inh: ERAP1 (human) enzyme inhibition | Q9NZ08 | recombinant ERAP1, Leu-AMC fluorescence, 60 min | inhibition, % at 10.7 µM | actives 0.15% (n = 340,000) | AID 652197;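 active means mean replicate inhibition of at least 30%, or all replicates individually reaching that 30% level; inactive means mean below 30% and not every replicate reaching it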;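 further: 0% = neutral control wells and 100% = L-leucinethiol positive control wells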
# PglD inh: blocks C. jejuni PglD acetyltransferase activity; actives 0.098% (n = 360,000); inhibition, % at 12.5 µM; purified PglD enzyme, DTNB colorimetric CoA detection; AID 602405; in the data active means inhibition above about 16%, passing the limit was not always enough; further: strong numbers were not always called active
# PGC1a acetyl inh: PGC1a acetylation modulation, inhibitor mode | U2OS PGC1a acetylation, AlphaScreen anti-acetyl-lysine; with virally co-expressed GCN5 acetyltransferase | inhibition, % at 15.6 µM | actives 0.17% (n = 350,000);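 active means every replicate shows inhibition of at least 40%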;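 further: 0% = neutral control wells and 100% = positive control wells; some results beyond the cut were filed as inactive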
# Numbers without * were called inactive; nt = not tested or not shown; [ ] = dose if it differs, or a comment.
Molecule | RAD54 inh | RAD52 inh | Cneo AK release | miR122 inh | E-sel inducer | ERAP1 inh | PglD inh | PGC1a acetyl inh
CC(C)NC(=O)Nc1ccc2c(c1)C(=O)N([C@@H](C)CO)C[C@@H](C)[C@H](CN(C)S(=O)(=O)c1cn(C)cn1)O2 | -8 | -1 | 6 | -4[16.7 µM] | 0.0 | -2 | -1 | -4
O=C(N/N=C\c1ccc(CNS(=O)(=O)c2ccccc2)o1)C(=O)Nc1ccc(F)cc1 | -3 | -3 | nt | 0 | -0.2 | 1 | -3 | -5
Cc1c(-c2ccccc2)sc2nc[nH]c(=S)c12 | -10 | 0 | 0 | -8 | 0.1 | -4 | 1 | 0
O=[N+]([O-])c1ccc(Cl)cc1N1CCOCC1 | 4 | -6 | 2 | -12 | 1.7 | 1 | 2 | nt
CC(C)NC(=O)Nc1ccc2c(c1)CC(=O)N([C@@H](C)CO)C[C@H](C)[C@@H](CN(C)Cc1ccc(C(=O)Nc3ccccc3N)cc1)O2 | nt | 0 | nt | -1[16.7 µM] | 0.1 | 0 | nt | -1
COc1ccc(OC)c(NC(=O)CSc2ccc3nnc(-c4ccccn4)n3n2)c1 | 7 | 5 | -2 | nt | -0.6 | 4 | 0 | nt
COc1ccc(CCN2CC(C(=O)Nc3nnc(Cc4ccccc4)s3)CC2=O)cc1OC (configuration not stated) | 0 | -9 | 3 | 2 | -0.8 | 3 | 0 | 4
COc1ccc2c3c(n(C)c2c1)[C@H](CO)N(Cc1cc(F)ccc1F)CC31CN(C(C)=O)C1 | nt | -7 | nt | nt | 0.4 | -1 | nt | 2
OC1CCCN(c2c3c(nc4cc(-c5cccc(Cl)c5)nn24)CCC3)C1 (configuration not stated) | -1 | nt | 2 | -7 | nt | nt | -2 | 9
C[C@H](CO)N1C[C@H](C)[C@H](CN(C)S(=O)(=O)c2ccc(F)cc2)Oc2cc(C3=CCCC3)ccc2S1(=O)=O | -1 | 3 | -2 | -11[16.7 µM] | -0.1 | 0 | -2 | -30
C=CCN(c1ccccc1)S(=O)(=O)c1cc2c(cc1C)N(C)CCO2 | 5 | -7 | 1 | 33 | nt | 4 | -1 | 6
Cc1cccn2c(=O)c3cc(S(=O)(=O)c4ccc(F)cc4)c(=N)n(Cc4ccco4)c3nc12 | 4 | -30 | -2 | -4 | 5.4 | -30 | -1 | nt
O=C(Nc1cc(Cl)cc(Cl)c1)N[C@H]1CC[C@H](CCNS(=O)(=O)c2cccc(F)c2)O[C@H]1CO | -8 | -19 | -13 | nt | -0.2 | 1 | -1 | 1
Cc1ccc(NC(=O)CSc2nnc(Cn3c(=O)sc4ccccc43)n2C)cc1 | -8 | -13 | 1 | -5 | 0.7 | 1 | 2 | 6
COc1ccc(OC)c(CN2CCN(Cc3ccc(OC)c(OC)c3OC)CC2)c1 | 5 | 3 | 0 | 3 | 0.6 | 0 | 2 | nt
C[C@@H]1CN([C@H](C)CO)C(=O)c2cc(NC(=O)Cn3cnnn3)ccc2O[C@@H]1CN(C)Cc1ccc(Oc2ccccc2)cc1 | 2 | -16 | -5 | -2[16.7 µM] | 88* | -1 | 1 | 2
COc1ccc(/C=C(\NC(=O)c2ccccc2)C(=O)N2CCC(C)CC2)cc1 | 5 | -8 | 1 | 8 | nt | 5 | -2 | -7
O=[N+]([O-])c1cccc(NC(=S)N2CCCC2)c1 | -2 | -9 | 0 | -5 | 0.0 | -3 | -1 | nt
Cc1ccc(C)c(NC(=O)C2CC(O)CN2C(=O)OC(C)(C)C)c1 (configuration not stated) | -2 | nt | 0 | -5 | nt | nt | 2 | 22
C[C@@H]1CN([C@@H](C)CO)C(=O)c2cc(-c3ccc(C#N)cc3)cnc2O[C@@H]1CN(C)Cc1cccnc1 | -10 | -6 | -1 | -1[16.7 µM] | 0.0 | 1 | 4 | 12
CCC(=O)N1C[C@@H](C)[C@@H](OC)CN(C)C(=O)c2ccc(NC(=O)C3CCOCC3)cc2OC[C@@H]1C | -15 | nt | 47 | 17[16.7 µM] | -0.3 | nt | 2 | -3
CCc1cc(C(=O)NCC(c2cccs2)N2CCOCC2)sc1C (configuration not stated) | 5 | -9 | 1 | -1 | -0.3 | -2 | 5 | nt
COc1ccc(CNC(=O)C2CCN(C(=O)c3ccc(-c4ccccc4)cc3)CC2)cc1 | 2 | -4 | 1 | -4 | nt | -2 | 0 | 8
O=C([C@H]1[C@H](CO)[C@H]2Cn3c(ccc(-c4ccccc4F)c3=O)[C@@H]1N2C(=O)C1CC1)N1CCCCC1 | 4 | 0 | -5 | -2[16.7 µM] | 0.4 | 0 | 3 | nt
CO[C@@H]1CN(C)C(=O)c2ccc(NC(C)=O)cc2OC[C@H](C)N(C(=O)CN2CCOCC2)C[C@H]1C | -12 | -5 | 4 | 5[16.7 µM] | -0.1 | 0 | -3 | 0
CC(=O)Oc1ccc(-c2cc3ccccc3oc2=O)cc1 | -13 | -17 | 3 | 1 | nt | nt | 4 | 1
CC(C)CC#Cc1ccc2c(c1)O[C@@H](CN(C)C(=O)CN(C)C)[C@@H](C)CN([C@@H](C)CO)S2(=O)=O | 18 | 40 | 45 | 4[16.7 µM] | -0.1 | 0 | 0 | -7
C[C@@H]1CCCCO[C@H](CN(C)Cc2ccc(Cl)c(Cl)c2)[C@H](C)CN([C@@H](C)CO)C(=O)c2cc(NS(=O)(=O)c3ccc(F)cc3)ccc2O1 | nt | 7 | nt | nt | -0.1 | -1 | nt | 1
C[C@H]1CN([C@@H](C)CO)C(=O)c2cc(NC(=O)Nc3ccc(F)cc3)ccc2O[C@@H]1CN(C)S(=O)(=O)c1cccs1 | 2 | -4 | -3 | 4[16.7 µM] | 6.5 | -2 | 0 | -7
Cc1cc(C)c(NC(=O)CS(=O)CC(=O)NCC2CCCO2)c(C)c1 (configuration not stated) | -7 | nt | 0 | -5 | nt | nt | -5 | -50
N#CC1=C(N)NC(SCc2ccccc2)=C(C#N)C12CCCCC2 | -11 | nt | 0 | 17 | nt | nt | -4 | -3
CCN(CC)S(=O)(=O)c1ccc(C)c(NC(=S)N2CCN(c3ccccn3)CC2)c1 | -10 | -9 | 4 | -4 | nt | -5 | -14 | nt
Cc1ccc(S(=O)(=O)CCC(=O)OCCOc2ccc(Br)cc2)cc1 | -6 | -18 | 1 | 5 | -0.2 | -2 | -4 | 1
COc1ccc(Cc2nc3ccc(C(=O)N4CCCC4)cc3o2)cc1OC | 1 | -5 | 4 | 1 | nt | -1 | 2 | -10
CCNc1nc(NCC)nc(Nn2cnnc2)n1 | -5 | -1 | -4 | 1 | nt | 2 | -5 | 6
CCCC(C(=O)NCc1ccco1)N(CC1CCCO1)C(=O)CNS(=O)(=O)c1ccc(F)cc1 (configuration not stated) | -2 | -17 | -1 | 3 | nt | -1 | -7 | 5
Cc1ccccc1COC(=O)CNC(=O)c1sc2ccccc2c1Cl | -3 | -14 | -1 | 5 | nt | 0 | -3 | nt
COc1ccc(CN(Cc2cccnc2)C(=S)NCCc2ccccc2)cc1OC | -10 | nt | -3 | -6 | nt | nt | 4 | -2
Cc1ccc(S(=O)(=O)N2C[C@H]3C(=O)C[C@@H](c4ccccc4)N(S(=O)(=O)c4ccc(C)cc4)[C@H]3C[C@H]2c2ccccc2Cl)cc1 | -5 | -5 | 5 | -4 | -0.3 | 2 | 1 | 17
CCCNC(=S)N1CCN(CC)CC1 | 1 | nt | -3 | 1 | nt | nt | 2 | 4

# Going on with the list.
SMILES,RAD54 inh,RAD52 inh,Cneo AK release,miR122 inh,E-sel inducer,ERAP1 inh,PglD inh,PGC1a acetyl inh
COc1ccc(C(C(=O)NC(C)(C)C)N(Cc2ccc(F)cc2)C(=O)CCC(=O)Nc2cc(C)on2)cc1 (configuration not stated),4,2,0,0,nt,-4,-3,nt
C/C=C/c1ccc([C@H]2[C@@H](CO)N(C(C)=O)[C@@H]2CNC(=O)c2ccncc2)cc1,3,-23,-3,-12[16.7 µM],0.1,-1,4,7
Cc1noc(C)c1NC(=O)Nc1ccc2c(c1)C(=O)N([C@H](C)CO)C[C@@H](C)[C@H](CN(C)C(=O)C1CCCCC1)OCCCC[C@@H](C)O2,2,16,0,-6[16.7 µM],-0.1,0,1,-9
Cc1ccc(CNC(=O)Nc2ccc(Cl)cc2)cc1,1,2,-2,4,-1.0,1,-5,7
CCC(=O)N1[C@H](CO)[C@H](c2ccccc2)C12CN(C(=O)c1ccncc1)C2,nt,0,nt,nt,0.0,-2,nt,3
CC1CCN(S(=O)(=O)c2ccc(NC(=O)CN3CCCC(C)C3)cc2)CC1 (configuration not stated),-2,nt,-4,19,nt,nt,-4,-4
C[C@H]1CN([C@@H](C)CO)C(=O)c2cccc(NC(=O)Nc3ccc4c(c3)OCO4)c2O[C@@H]1CN(C)Cc1ccc(-c2ccccc2)cc1,0,0,4,-4[16.7 µM],-2.2,2,-2,-3
Cc1ccc(N2C(=O)c3ccccc3C2Nc2cccnc2)nc1 (configuration not stated),-2,0,-1,-4,nt,-3,-12,7

# Ordered by count of non-hydrogen atoms (smallest number first): 5 of the compounds above.
SMILES,RAD54 inh,RAD52 inh,Cneo AK release,miR122 inh,E-sel inducer,ERAP1 inh,PglD inh,PGC1a acetyl inh
Cc1ccc(N2C(=O)c3ccccc3C2Nc2cccnc2)nc1 (configuration not stated),-2,0,-1,-4,nt,-3,-12,7
CCC(=O)N1[C@H](CO)[C@H](c2ccccc2)C12CN(C(=O)c1ccncc1)C2,nt,0,nt,nt,0.0,-2,nt,3
C/C=C/c1ccc([C@H]2[C@@H](CO)N(C(C)=O)[C@@H]2CNC(=O)c2ccncc2)cc1,3,-23,-3,-12[16.7 µM],0.1,-1,4,7
COc1ccc(C(C(=O)NC(C)(C)C)N(Cc2ccc(F)cc2)C(=O)CCC(=O)Nc2cc(C)on2)cc1 (configuration not stated),4,2,0,0,nt,-4,-3,nt
C[C@H]1CN([C@@H](C)CO)C(=O)c2cccc(NC(=O)Nc3ccc4c(c3)OCO4)c2O[C@@H]1CN(C)Cc1ccc(-c2ccccc2)cc1,0,0,4,-4[16.7 µM],-2.2,2,-2,-3

# (continued)
SMILES,RAD54 inh,RAD52 inh,Cneo AK release,miR122 inh,E-sel inducer,ERAP1 inh,PglD inh,PGC1a acetyl inh
Cc1ccc(S(=O)(=O)NCCNc2ccc(Br)c(C)c2)cc1,-7,-10,2,nt,8.6,-1,-4,nt
FC(F)(F)c1ccccc1Nc1nccs1,6,nt,-3,5,nt,nt,2,6
O=C(Cn1nnc(-c2ccc(F)cc2)n1)Nc1cccc(S(=O)(=O)N2CCCC2)c1,4,-39,-1,nt,nt,-7,-2,nt
COCC(=O)N1[C@@H](CO)[C@@H]2c3ccccc3N(C(=O)c3cccnc3)C[C@@H]21,-11,1,-4,-42[16.7 µM],0.1,2,1,5
CCCCCCCCCn1cc(C(C)=O)c(=O)[nH]c1=O,12,nt,0,-9,nt,nt,nt,10
CCOC(=O)c1[nH]c2ccc(OC)cc2c1NC(=O)c1nonc1C,2,nt,4,-1,nt,nt,7,-18
Cc1nnc(SCC(=O)N(C)C2CCS(=O)(=O)C2)n1Cc1ccccc1 (configuration not stated),-6,-5,0,1,1.9,0,0,-8
CC(C)=CCC/C(C)=C/C(=O)O,0,-11,-4,-2,nt,nt,1,-4
Cc1c(N/C(=N/S(=O)(=O)c2ccc(F)cc2)c2ccccc2)c(=O)n(-c2ccccc2)n1C,nt,-2,nt,-3,3.8,-3,nt,nt
Cc1ccc(C(=O)Nc2cccc(C(F)(F)F)c2)cc1NC(=O)c1[nH]cnc1C(N)=O,-2,-4,2,-8,1.6,6,4,nt
O=S(=O)(c1cccc2ccccc12)N1CCC2CC1c1cc(-c3ccc4c(c3)OCO4)ccc12 (configuration not stated),1,12,1,5,-0.1,-4,1,-28
